High-throughput results deposited in PubChem BioAssay by National Center for Advancing Translational Sciences (NCATS).
Giardia killer: Giardia lamblia killing. 0.15% of 340,000 active. activity change, % at 7.66 µM, hits read low. Giardia lamblia trophozoite viability; in the data active means activity change below about -80%; inconclusive means between about -30% and that limit;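 further: parasites exposed to compound for two days anaerobically before the ATP read; on the % scale 0 is the no-effect control and ±100 the full control effect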
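Compounds were tested on trophozoites seeded at 100 cells/well and held 48 hrs at 37 deg C anaerobically. An ATP-based luminescent kit measured the remaining live cells.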
Gal4-VP16 FLuc: counter-screen for ROR gamma inhibitors: Gal4-VP16 reporter | Drosophila S2 Gal4-VP16 UAS-luciferase, luminescence, 20 h | Potency, µM (series often up to 53.6 µM), without a hit: top-dose activity, negative = inhibition, most hits filed as inhibitors | 3.5% of 310,000 active;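 further: Gal4-VP16 expression switched on by copper sulfate through the metallothionein promoter; potency means the concentration at half of the fitted maximal effect; on the % scale 0 is the no-effect control and ±100 the full control effect; nearly all actives have a fitted effect of over 50% in size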
KCNH2 3.1 block: KCNH2 3.1 (human) potassium channel inhibition. U2OS KCNH2 3.1, thallium flux FluxOr; hits give low values. activity change, % (tested at about 1.8 µM). 0.95% of 340,000 active;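 active means maximum activity change below -70%; inconclusive means maximum activity change from -70% to -50%; inactive means maximum activity change above -50%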;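 further: thallium influx rate constant from kinetic fluorescence after stimulation buffer; on the % scale 0 is the no-effect control and ±100 the full control effect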
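Virally transduced U2OS (3.1 isoform, 4 h infection in dark at RT) → overnight 37 C → FluxOr + Red40 in HBSS/HEPES, 45 min → stimulation buffer, 2 min kinetic read → rate constant vs DMSO controls.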
Tb PFK block: blocks T. brucei phosphofructokinase. O15648. T. brucei PFK, ADP-Glo luminescence. Potency, µM (series often up to 57.5 µM), without a hit: at the highest dose activity, negative = inhibition, hits mostly inhibitors. 0.17% of 330,000 active;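 further: potency means the concentration at half of the fitted maximal effect; 0% = uninhibited 1x PFK enzyme wells and -100% = no-enzyme wells; nearly all actives have a fitted effect of over 60% in size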
Target sequence (O15648 whole entry, looked up): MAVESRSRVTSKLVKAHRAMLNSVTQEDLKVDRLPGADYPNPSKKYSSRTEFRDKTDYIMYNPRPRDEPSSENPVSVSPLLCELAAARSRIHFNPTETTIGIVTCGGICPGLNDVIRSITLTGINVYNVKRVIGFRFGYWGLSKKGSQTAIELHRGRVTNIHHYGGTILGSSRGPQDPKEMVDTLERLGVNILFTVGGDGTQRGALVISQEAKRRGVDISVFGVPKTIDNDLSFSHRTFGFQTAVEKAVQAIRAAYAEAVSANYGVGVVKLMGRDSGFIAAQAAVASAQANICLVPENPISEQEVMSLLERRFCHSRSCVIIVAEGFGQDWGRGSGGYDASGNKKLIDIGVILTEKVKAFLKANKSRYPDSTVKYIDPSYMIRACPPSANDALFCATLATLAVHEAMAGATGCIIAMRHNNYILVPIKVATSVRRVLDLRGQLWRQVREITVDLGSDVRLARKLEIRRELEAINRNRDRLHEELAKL
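1.25 nM PFK with 0.5 mM F6P and 0.1 mM ATP in 0.1 M TEA pH 8.0, 5 mM MgCl2, incubated 45 min at room temperature; ADP measured by ADP-Glo luminescence; compounds titrated up to 57 uM.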
ELG1 genotox: induces genotoxicity in HEK293T cells with luciferase-tagged ELG1. HEK293T ELG1-luciferase reporter, luminescence, 16 h. Potency, µM (highest dose often 46 µM), inactives show at the top dose activity change, positive = activation, actives largely listed as activators. 1.3% of 330,000 active; further: potency means the concentration at half of the fitted maximal effect; % of control where 0% means no effect; nearly all actives have a fitted effect of over 60% in size
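Genotoxicity was scored as increased ELG1-luciferase reporter signal, measured by ONE-Glo luminescence (30 min, room temperature). Compound or vehicle exposure of the HEK293T reporter cells lasted 16 hr at 37°C.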
uPA surface inh: inhibitors of cell surface uPA generation; cell surface uPA generation assay, qHTS; 0.31% of 330,000 active; Potency, µM (highest dose often 38.3 µM), for the others: at the top dose activity change, negative = inhibition, actives largely listed as inhibitors; AID 540303; active means well fitted inhibition curve with a large enough effect; inconclusive means small, poorly fitted or top-dose-only effect; inactive means no such curve, though single readings can be large or run the other way; tested in mouse RAW 264.7 cells; further: potency means the concentration at half of the fitted maximal effect; on the % scale 0 is the no-effect control and ±100 the full control effect; nearly all actives have a fitted effect of over 55% in size
RORg inh: ROR gamma (mouse) transcription inhibition; Potency, µM (series often up to 53.6 µM), for inactives: at the top dose activity change, negative = inhibition, actives largely listed as inhibitors; Drosophila S2 Gal4-RORgamma UAS-luciferase reporter, 20 h; AID 2551; 5.4% of 310,000 active; further: potency means the concentration at half of the fitted maximal effect; on the % scale 0 is the no-effect control and ±100 the full control effect; nearly all actives have a fitted effect of over 60% in size
Target sequence (P51450 whole entry, looked up, the tested form may be a part): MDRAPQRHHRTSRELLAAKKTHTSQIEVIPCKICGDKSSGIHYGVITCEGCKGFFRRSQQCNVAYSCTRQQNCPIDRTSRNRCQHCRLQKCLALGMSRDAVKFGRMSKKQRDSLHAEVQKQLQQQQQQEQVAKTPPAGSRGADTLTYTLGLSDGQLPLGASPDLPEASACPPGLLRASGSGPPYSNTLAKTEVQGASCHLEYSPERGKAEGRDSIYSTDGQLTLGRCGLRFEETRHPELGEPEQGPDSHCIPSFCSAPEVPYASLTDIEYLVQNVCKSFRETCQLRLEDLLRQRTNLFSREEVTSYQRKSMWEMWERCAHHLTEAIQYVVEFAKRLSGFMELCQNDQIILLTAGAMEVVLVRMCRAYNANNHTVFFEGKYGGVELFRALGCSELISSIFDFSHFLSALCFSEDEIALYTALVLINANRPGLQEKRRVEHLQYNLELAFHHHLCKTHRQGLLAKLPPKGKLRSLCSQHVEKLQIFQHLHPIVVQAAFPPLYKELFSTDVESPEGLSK
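ROR gamma transcriptional activity was tracked as Gal4-UAS luciferase output in stably transfected Drosophila Schneider cells, with compound added 1 hr before 700 uM copper sulfate induction and a 20 hr ambient-temperature incubation.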
NPC1 promoter act: activates the NPC1 promoter. Huh7 NPC1 promoter luciferase reporter, 24 h. Potency, µM (series often up to 9.22 µM), without a hit: top-dose activation, hits mostly activators. 2.4% of 320,000 active. AID 485313;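 further: potency means the concentration at half of the fitted maximal effect; % of control where 0% means no effect; nearly all actives have a fitted effect of over 60% in size; reporter is driven by a mutant NPC1 promoter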
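Quantitative HTS used a cell-based reporter: Huh7 cells stably bearing the NPC1 promoter upstream of luciferase were treated with compounds for 24 h, and promoter activation was read as luminescence.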
FLuc counter: firefly luciferase modulation, counter-screen for miR-21 project; P08659; purified FLuc, Km substrates, luminescence inhibition; Potency, µM (series often up to 57.5 µM), for inactives: at the top dose activity change, negative = inhibition, usual class: inhibitors; 6.9% of 360,000 active; AID 588342;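 further: potency means the concentration at half of the fitted maximal effect; plate controls were vehicle for no effect and reference inhibitor for full effect; nearly all actives have a fitted effect of over 55% in size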
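Purified P. pyralis luciferase (10nM final) with 10uM D-luciferin and 10uM ATP (Km levels) in 50mM Tris acetate pH 7.5, 10mM Mg acetate, 0.01% Tween-20, 0.05% BSA; qHTS 6-point titration, ~60 µM downward; luminescence read.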
Rab9 promoter act: activators of Rab9 promoter. Huh7 Rab9 promoter-luciferase reporter, luminescence, 24 h. Potency, µM (titrated, usually from 9.22 µM), for the others: top-dose activation, negative = inhibition, actives largely listed as activators. 2.8% of 320,000 active; further: potency means the concentration at half of the fitted maximal effect; % of control where 0% means no effect; nearly all actives have a fitted effect of over 60% in size
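Using Huh7 cells stably transfected with Rab9 promoter–luciferase, compounds were incubated 24 h at 37 °C, 5% CO2; luciferase luminescence was read 10 min after reagent addition.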
FBPA coupling cs: coupling enzyme interference in Giardia aldolase counter-screen; activity change, negative = inhibition, % at 58.2 µM, hits read low; coupling enzyme system counterscreen, AmpLite Red fluorescence; 0.67% of 290,000 active; AID 2472; in the data active means activity change below about -30%; further: on the % scale 0 is the no-effect control and ±100 the full control effect
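Counterscreen lacking aldolase: glyceraldehyde-3-phosphate coupling-enzyme reagent preincubated 10 min at RT with compound (at 57.5 uM final), then substrate/coupling system with AmpLite Red added; fluorescence read at 525/598 nm after 20 min RT.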
Numbers without * were called inactive; ? = inconclusive; · = no result given; [ ] = remark or other dose. Unless noted, the call rests on the fitted dose curve; in most records, active means well fitted curve in the direction sought with a large enough effect; inconclusive means small, poorly fitted or top-dose-only effect, or another doubt; inactive means no such curve, though single readings can be large; an effect the other way counts as inactive or inconclusive.

structure	Giardia killer	Gal4-VP16 FLuc	KCNH2 3.1 block	Tb PFK block	ELG1 genotox	uPA surface inh	RORg inh	NPC1 promoter act	FLuc counter	Rab9 promoter act	FBPA coupling cs
CCN1c2ccccc2NC2C1C(C(C)=O)C(=O)N2c1ccc(Cl)cc1 (stereo not given)	6	-1%	-23	0%	-1%	-19%	-39%	0%	-5%	-5%	-20
COc1ccccc1CNC(=O)C1CCC(=O)N1C(C)C (stereo not given)	-14	1%	10	-8%	-2%	3%	0%	2%	2%	-2%	1
COc1ccc(CCNC(=O)CSc2nnc(NC(C)=O)s2)cc1OC	-3	1%	5	-2%	2%	1%	2%	-4%	3%	-7%	0
COc1ccc(/C=C(\C#N)C(=O)OCC(=O)NC(=O)NCCC(C)C)cc1	-6	3%	-4	-2%	-2%	11%	3%	-1%	-5%	-1%	2
COc1ccc(N/C=C2\CCc3ccccc3C2=O)cc1	-14	?	24	-20%	?	1.3µM*	8.9µM*	0.25µM*	0.054µM*	0.1µM*	-39*
CN(C)CCCNC(=S)Nc1ccc(-c2ccccc2)cc1	-6	4%	-29	0%	0%	0%	-40%	2%	1%	-3%	-1
COc1cc(/C=N/O)ccc1OCc1ccccc1Cl	-3	5µM*	·	-1%	16µM*	-9%	1µM*	3.2µM*	6.7µM*	1.6µM*	3
COc1ccc(/C=N/N=C2/SCC(=O)N2Cc2ccccc2)cc1	13	-2%	-13	-2%	?	2%	22%	3.5µM*	4.8µM*	1.3µM*	0
CCn1c(C)cc(/C=C2\NC(=O)N(CC(=O)Nc3ccc(F)cc3)C2=O)c1C	-2	-2%	-11	-2%	13%	0%	19%	7%	-4%	-7%	4
Cc1ccc(C(=O)NCC(=O)N2CCC(Cc3ccccc3)CC2)cc1	-14	-11%	7	4%	0%	-1%	?	1%	1%	4%	·
O=C(NCc1cccnc1)Nc1ccc(Cl)cc1Cl	-9	-7%	-2	-8%	-5%	-2%	31%	-2%	-6%	0%	·
CC1=C(C(=O)Nc2ccccc2)C(c2ccc(C)o2)n2c(s/c(=C/c3ccccc3)c2=O)=N1 (stereo not given)	-12	-1%	-4	-1%	2%	6%	-2%	-7%	-4%	9%	1
O=C(c1cccs1)N(Cc1cc2ccccc2[nH]c1=O)c1ccccc1	-4	-16%	-1	3%	-5%	2%	?	-5%	2%	-1%	1
Cc1ccc(S(=O)(=O)NCCC(=O)Nc2nnc(C3CC3)s2)cc1C	1	-6%	3	-4%	0%	1%	15%	-5%	7%	0%	3
COc1ccc(NC(=O)c2ccc(S(=O)(=O)N3CCCCC3)cc2)c(OC)c1	4	-1%	4	1%	-3%	9%	13%	-1%	-1%	-2%	3
Cc1cccc(CN2CCN(C(=O)CCc3nnc(C4CCCCC4)o3)CC2)c1	2	9%	23	4%	0%	-26%	23%	-2%	-11%	-4%	0
CN(C)C(=O)CN1C(=O)NC(c2ccccc2)(c2ccccc2)C1=O	6	-6%	0	-1%	10%	0%	22%	0%	-2%	1%	-2
O=C(NCC(=O)N(c1cccnc1)C(C(=O)NC1CCCC1)c1cccs1)c1ccco1 (stereo not given)	0	15%	-2	-13%	-1%	0%	26%	0%	0%	-15%	3
Cc1ccc2cc(CCNC(=O)c3ccco3)c(=O)[nH]c2c1	0	-16%	8	5%	18%	-9%	15%	?	19µM*	2.5µM*	0
CC(C)(C)NC(=O)c1ccc(Sc2ccccc2)c([N+](=O)[O-])c1	1	-5%	-11	0%	-1%	1%	25%	-3%	-1%	-5%	1
O=C1/C(=C/c2cccnc2)SC(=S)N1N1CCOCC1	7	-14%	-26	8%	0%	16%	-43%	3%	-4%	-2%	5
Fc1ccc(C2C3=C(Nc4ncnn42)c2ccccc2OC3c2ccncc2)cc1 (stereo not given)	-9	0%	-16	0%	-8%	1%	-19%	-3%	0%	1%	-11
O=C(N/N=C/C(Br)=C/c1ccccc1)c1cnccn1	-2	-12%	-17	-1%	?	-14%	?	19%	6µM*	3.5µM*	0
Cc1c(Br)c([N+](=O)[O-])nn1CC(=O)NCc1cccs1	-17	-4%	4	?	-5%	1%	?	-4%	10%	-7%	3
O=C(Cc1c(F)cccc1Cl)NCCN1CCOCC1	0	-11%	0	-2%	3%	-1%	-2%	-2%	-2%	-4%	1
CCN(CC(=O)NCc1ccc(F)cc1)C(=O)Cc1ccc(OC)cc1	6	6%	-8	-1%	0%	9%	-6%	1%	1%	0%	-1
CC(Sc1ncccn1)C(=O)Nc1ccc2c(c1)OCO2 (stereo not given)	-2	·	1	-2%	8%	-1%	·	·	·	·	·
Cc1cc(C)c(C#N)c(N2CCSCC2)n1	3	-14%	-6	4%	3%	0%	-29%	1%	1%	5%	4
CCOc1ccc(CCNC(=O)CCc2nnc3ccc(N4CCOCC4)nn23)cc1	-23	-4%	3	-1%	4%	-8%	2%	0%	-13%	1%	1
CC(C)C[C@@H]1NC(=O)N(CCCn2ccnc2)C1=O	-9	-12%	-1	-9%	-1%	12%	-9%	-4%	0%	1%	1
CC1C/C(=N/NC(=O)c2ccc(CSc3nc4ccccc4[nH]3)cc2)CC(C)(C)C1 (stereo not given)	-11	-6%	-12	4%	0%	0%	17%	5%	?	0%	-1
Cc1cc(S(=O)(=O)Nc2ccc3ccccc3c2)c(C)s1	4	?	17	4%	-8%	·	-40%	-12%	-1%	-11%	-7
COc1cc(/C=N/NC(=O)c2ccncc2)ccc1OCCN1CCCCC1	-7	-11%	-1	0%	1%	2%	-21%	7%	5%	-1%	2
COC(=O)c1cnc(Oc2ccc(NC(=O)NC(=O)c3c(F)cccc3Cl)cc2)cc1C(F)(F)F	11	-12%	-11	-6%	3%	-8%	35%	-34%[inhibitor]	2%	-27%	-4
CCC(C)(C(=O)NC1CCCC1)N(Cc1cccs1)C(C)=O (stereo not given)	7	-1%	-9	4%	0%	-5%	30%	-2%	-2%	-1%	0
O=C(Cn1nc(-c2ccc(N3CCOCC3)c([N+](=O)[O-])c2)c2ccccc2c1=O)N1CCCCC1	-6	-8%	-7	-3%	?	-6%	18%	-3%	1%	1%	2
CCOc1ccccc1C(=O)NC1CC2CCCC(C1)N2Cc1nnnn1Cc1ccco1 (stereo not given)	-19	5%	1	2%	-2%	6%	0%[10 µM]	-4%	5%	-2%	0
CCCC(=O)Nc1ccccc1NC(=O)c1ccc(OC(C)=O)cc1	-5	-9%	15	0%	-8%	-2%	-22%	-2%	1%	-5%	-1
COc1ccc(C(=O)Nc2ccc(N3CCN(C(=O)C(C)C)CC3)cc2)cc1[N+](=O)[O-]	2	-13%	8	5%	-2%	1%	9%	-6%	4%	-1%	-7
S=C(Nc1ccccc1)N1CCN(C2CCCCC2)CC1	26	28%	-6	-2%	2%	-1%	31%	-3%	4%	-9%	2
CN(C)C(=O)Cn1c(SCC(=O)NCc2ccc3c(c2)OCO3)nc2ccccc21	-21	7%	1	3%	0%	3%	22%	0%	2%	-4%	-2
CCOc1ccc(S(=O)(=O)NCc2cccnc2)cc1	-10	0%	16	2%	-5%	-1%	34%	-6%	0%	-11%	1
Cc1cc(S(=O)(=O)N2CCCC(N(C)CCc3ccccn3)C2)c(C)s1 (stereo not given)	·	-17%	·	0%	-5%	·	-2%	4%	-3%	-10%	·
CCOC(=O)c1c(-c2cccs2)csc1NC(=O)C(C)(C)C	8	-13%	-1	1%	-10%	·	-7%	4%	-11%	16%	-9
CCOCCOc1cccc(C(=O)NC(c2ccccc2)c2ccccc2)c1	-10	1%	-9	0%	17%	-11%	-10%	-5%	6%	0%	2
COC(=O)c1ccccc1NC(=O)c1cnc2sccn2c1=O	2	-7%	4	0%	1%	13%	10%	12%	1%	21%	1
